Source: PubChem (several laboratories)
PRMT1 inh – blocks human protein arginine methyltransferase 1; 1.3% of 370,000 active; inhibition, % at 2.79 µM; AID 652257; Q99873; recombinant PRMT1, activity-based probe fluorescence polarization;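 active means inhibition above about 21% made by adding two undisclosed values, limit read from the data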
UHRF1 MBD2 ctr – blocks human UHRF1 binding to methylated DNA; UHRF1 binding to methylated oligo, TR-FRET; inhibition, % at 4.4 µM; 0.75% of 370,000 active; in the data active means inhibition above about 21%;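 further: UHRF1 SRA domain binding a hemimethylated CpG hairpin DNA probe; 0% = median of test compound wells and 100% = reference inhibitor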
Target sequence (Q96T88 whole entry, looked up, the tested form may be a part): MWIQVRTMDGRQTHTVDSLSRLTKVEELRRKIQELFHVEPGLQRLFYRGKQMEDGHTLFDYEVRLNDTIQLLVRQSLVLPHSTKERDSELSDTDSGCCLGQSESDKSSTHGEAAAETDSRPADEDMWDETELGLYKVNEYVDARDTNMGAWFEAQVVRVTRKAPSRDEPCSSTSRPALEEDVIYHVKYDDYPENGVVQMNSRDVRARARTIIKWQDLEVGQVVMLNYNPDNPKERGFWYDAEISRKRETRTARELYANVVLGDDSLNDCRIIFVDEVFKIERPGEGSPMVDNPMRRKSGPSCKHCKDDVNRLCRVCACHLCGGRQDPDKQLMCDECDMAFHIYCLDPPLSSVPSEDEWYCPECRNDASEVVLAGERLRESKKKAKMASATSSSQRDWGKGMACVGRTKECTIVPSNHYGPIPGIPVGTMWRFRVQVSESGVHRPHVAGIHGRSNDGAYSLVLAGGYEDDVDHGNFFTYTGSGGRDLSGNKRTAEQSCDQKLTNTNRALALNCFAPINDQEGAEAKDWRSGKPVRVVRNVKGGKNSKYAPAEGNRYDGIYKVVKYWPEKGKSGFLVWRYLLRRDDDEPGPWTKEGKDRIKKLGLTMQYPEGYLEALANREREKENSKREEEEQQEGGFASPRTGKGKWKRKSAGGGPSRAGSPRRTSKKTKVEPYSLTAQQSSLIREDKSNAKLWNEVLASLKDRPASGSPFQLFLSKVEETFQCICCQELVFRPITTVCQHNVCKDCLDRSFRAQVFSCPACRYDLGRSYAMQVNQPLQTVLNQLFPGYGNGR
MBD2 inh – MBD2-methylated oligo binding inhibition | Q9UBB5 | TR-FRET, MBD2 binding to methylated oligonucleotide | inhibition, % at 4.4 µM | 0.31% of 370,000 active | AID 686964; in the data active means inhibition above about 13%
mABHD4 FP – inhibits mouse alpha/beta hydrolase domain 4 | Q8VD66 | purified mABHD4, FP-Rh probe fluorescence polarization | inhibition, % at 8.92 µM | 0.54% of 370,000 active;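 active means inhibition exceeding the mean over every tested compound plus 3 SD, cut at about 30% in these data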;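 further: 0% = plate median of compound wells and 100% = S159A mutant with DMSO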
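Assay system: mABHD4 protein; medium: HEPES pH 7.0, NaCl, Pluronic buffer; dosing: 8.92 µM, single dose; schedule: 45 min + 60 min at 25 °C; signal: FP readout, ex 525 nm / em 598 nm; read-out: normalized percent inhibition of probe labeling; repeats: single replicate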
Rev-erbA mod – modulates human Rev-erb alpha binding to DNA | Rev-erbα–FITC-DNA binding, fluorescence polarization, 90 min | activity, % at 10 µM | 0.79% of 370,000 active;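 active means activity above about 14%, limit read from the data; passing the limit was not always enough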;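 further: 0% = DMSO wells with 35 nM protein and 100% = DMSO wells with 750 nM protein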
PG9 binder – PG9 antibody binding by small molecule. 0.43% of 360,000 active. inhibition, % at 6.7 µM. AID 624416. TR-FRET gp120-PG9 antibody binding; in the data active means inhibition above about 8.5%
LEDGF integ inh – blocks HIV-1 LEDGF/p75-dependent DNA integration | TR-FRET IN-LEDGF/p75 DNA integration, Eu/Cy5 | inhibition, % at 3.7 µM | 0.64% of 370,000 active | AID 743269;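 active means inhibition above the screen-wide mean plus 3 SD, cut at about 13% in these data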;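 further: signal is the Cy5 over europium emission ratio at 671 and 618 nm; 0% = plate median of compound wells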
HTRA1 inh – HTRA1 (human) protease inhibition; Q92743; recombinant HTRA1, FP-rhodamine activity-based probe, fluorescence polarization; inhibition, % at 5.96 µM; 0.5% of 340,000 active; in the data active means inhibition above about 36%;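 further: 0% = enzyme with DMSO and 100% = wells lacking enzyme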
rCAG RNA binder – binds r(CAG) RNA repeats | inhibition, % at 3 µM | AID 651821 | r(CAG) RNA repeat, TO-PRO-1 dye displacement fluorescence | 1.3% of 370,000 active;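 active means inhibition above the plate cutoff, the mean of all test compounds on that plate plus 3 SD, cut at about 35% in these data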;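 further: 0% = DMSO alone and 100% = 100 µM mitoxantrone as full dye displacement; higher means more dye released from RNA so lower well fluorescence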
TCR CD3 inh – blocks the human TCR-CD3 interaction; TAMRA-labeled TCR probe fluorescence, biochemical; inhibition, % at 9.4 µM; 0.37% of 360,000 active; AID 651800; in the data active means inhibition above about 19%;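 further: recombinant mutant TCR 2C K166C tagged with TAMRA read by polarization; 0% = receptor in buffer alone and 100% = receptor with positive control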
The depositor's hits bear a star; / = no result given. Not all compounds are listed; rates above refer to the full screens.

entry | molecule | UHRF1 MBD2 ctr | HTRA1 inh | Rev-erbA mod | mABHD4 FP | rCAG RNA binder | MBD2 inh | LEDGF integ inh | PG9 binder | TCR CD3 inh | PRMT1 inh
1 | C#CC(CC)(CC)NC(=O)c1nn(-c2ccccc2Cl)c(C)cc1=O | 1 | -3 | -6 | 1 | -4 | -2 | 3 | -2.2 | -3 | -4
2 | O=C(NCCC1=CCCCC1)C1CCN(S(=O)(=O)c2cccc3nonc23)CC1 | -3 | / | 2 | 0 | 3 | -1 | 1 | -1.2 | -3 | 2
3 | CCN(CC)S(=O)(=O)c1ccc(C(=O)Nc2nnc(-c3ccco3)o2)cc1 | -3 | 6 | 0 | -3 | 20 | -1 | 2 | 0.7 | 5 | -3
4 | C[C@H](c1ccccc1)N1C[C@@H](COCc2ccccc2)Oc2cccc(F)c2S1(=O)=O | 1 | / | 8 | -48 | 0 | 4 | 5 | 1.4 | -8 | 0
5 | Cc1ccc(S(=O)(=O)Cn2nnnc2C(c2ccc(F)cc2)N2CCC(C(N)=O)CC2)cc1 (stereo unspecified) | -2 | 5 | 3 | 4 | -7 | 1 | 3 | 1.6 | -2 | -2
6 | Cc1cc(C)c(S(=O)(=O)c2ccccc2)c(N(C)C)n1 | 0 | 1 | -2 | -4 | 1 | 3 | 1 | 0.4 | -2 | -1
7 | CCO[C@@H]1OC(C(=O)O)=C[C@H](c2ccc(C(F)(F)F)cc2)[C@H]1CCCO | 77* | -4 | -4 | 0 | 2 | -4 | 2 | -0.1 | -5 | -2
8 | COc1ccccc1C1CCN(c2ccc([N+](=O)[O-])cn2)CC1 | 2 | 1 | 10 | 8 | -5 | 5 | -2 | 1.7 | -8 | 4
9 | Cc1cccc(CN2C(=O)N/C(=C/c3ccc(C)s3)C2=O)c1 | -4 | -20 | -3 | 9 | 6 | 2 | 4 | 0.3 | 5 | -3
10 | Cc1ccc(/C=C2\SC(=S)N(CCCC(=O)Nc3nccs3)C2=O)cc1 | 5 | -3 | 0 | -9 | 2 | -2 | 2 | 1.6 | -2 | -1
11 | COc1ccc(OC)c(NC(=O)N2CCCC(CNS(=O)(=O)c3cccs3)C2)c1 (stereo unspecified) | 1 | 2 | -6 | 4 | -6 | -2 | 1 | -0.6 | 4 | 0
12 | CC1=C(C)[N+](=O)C2CCCCC2N1[O-] (stereo unspecified) | 0 | -1 | -1 | 7 | 1 | 1 | 1 | -2.9 | 1 | -1
13 | Cc1c(C(=O)N(Cc2ccc(N(C)C)cc2)C2CCS(=O)(=O)C2)oc2ccccc12 (stereo unspecified) | -2 | 5 | 2 | 4 | -1 | -2 | -1 | 0.6 | 3 | 3
14 | C=CCn1c(COc2cccc(C)c2)nnc1SC(C)C(=O)NC1CC1 (stereo unspecified) | -2 | 4 | -4 | -3 | 1 | 0 | 1 | 2.7 | 4 | -1
15 | COc1ccc(OCC(=O)Nc2ccccc2C(=O)NC2CC2)cc1 | 1 | 0 | -1 | 0 | 5 | 2 | -1 | 0.4 | 4 | 2
16 | CC(C)(C)[C@H]1C=C(C(=O)Nc2ccccc2)O[C@@H](OCc2ccc(CO)cc2)C1 | 1 | -30 | 5 | -7 | -6 | -3 | 0 | -0.4 | 10 | -1
17 | COc1ccc(NC(=S)N2CCN(C(=O)C3CCCO3)CC2)cc1 (stereo unspecified) | 3 | 2 | 4 | -11 | 0 | 2 | 4 | -1.9 | -2 | -5
18 | O=C1CSC(=S)N1Nc1ccccc1 | 7 | -22 | -1 | -45 | 14 | 1 | -1 | -4.1 | -38 | 24*
19 | Cc1ccc(NC(=O)COC(=O)C2C3CC4OC(=O)C2C4C3)cc1 (stereo unspecified) | 1 | 9 | 2 | 0 | -1 | 2 | 2 | -1.2 | 7 | -3
20 | COc1ccc(NC(=S)NCCC(c2ccccc2)c2ccccc2)c(OC)c1 | -3 | -26 | 3 | -5 | -1 | -5 | -3 | -2.3 | 6 | 1
21 | COc1cc(Br)c(C(C)NC(=O)c2ccc(C)cc2)cc1OC (stereo unspecified) | -2 | -2 | 3 | 2 | -1 | 1 | 4 | -3.6 | 8 | -4
22 | O=C(/C=C/c1ccccc1)NCc1cccnc1 | -4 | 2 | -3 | -1 | -1 | -6 | -4 | -2.5 | 8 | 0
23 | O=C(CSCc1c(F)cccc1Cl)NNC(=S)NC1CCCCC1 | -2 | 12 | -1 | 5 | 3 | -6 | 1 | -1.0 | 3 | 3
24 | COP(=O)(O)[C@@H](CC(C)C)NC(=O)OCc1ccccc1 | 2 | / | 4 | 0 | 1 | 1 | 0 | / | / | 2
25 | FC(F)(F)c1cc(-c2cccs2)nc(-n2cc(Br)cn2)n1 | -1 | -9 | 3 | 0 | 1 | -5 | -1 | 0.5 | 11 | 0

Other structures.
entry | molecule | UHRF1 MBD2 ctr | HTRA1 inh | Rev-erbA mod | mABHD4 FP | rCAG RNA binder | MBD2 inh | LEDGF integ inh | PG9 binder | TCR CD3 inh | PRMT1 inh
26 | COc1ccc(/C=N/NC(=O)c2ccncc2)c(OC)c1 | -1 | 4 | 1 | 0 | 0 | -4 | -5 | -1.5 | 6 | 0
27 | CCOC(=O)C1(C)CCN1C(=O)c1ccc(OC)c(F)c1 (stereo unspecified) | 1 | / | 0 | 0 | -2 | 4 | -4 | -0.2 | -1 | 3
28 | Cc1ccc(N2CC(C(=O)OCC(=O)Nc3cc(C)on3)CC2=O)c(C)c1 (stereo unspecified) | 0 | 4 | -4 | 2 | -2 | -2 | -1 | -1.2 | 4 | -1
29 | O=C(O)CCC(=O)N1CCN(c2nc(-c3ccccc3Cl)c3cc(Br)ccc3n2)CC1 | 1 | 3 | -2 | -1 | 9 | -3 | -5 | 11* | 12 | 0
30 | CCOC(=O)C1=CCN(S(=O)(=O)c2ccc(C)cc2)C1c1cccc(F)c1 (stereo unspecified) | 0 | / | 5 | -5 | -2 | -4 | -2 | -0.5 | -4 | 5
31 | Cc1c(-c2cccs2)[n+](=O)c2c(n1[O-])CCC2 | 1 | 6 | 1 | 8 | -2 | -2 | 1 | 0.9 | 3 | -1
32 | Nc1[nH]c(=O)nc2snnc12 | 4 | -2 | 1 | 1 | 1 | -3 | 2 | 0.9 | -8 | 2
33 | CC(C)NC(=O)N(C)C[C@@H]1OCc2cnnn2CCCC(=O)N([C@H](C)CO)C[C@@H]1C | -1 | 4 | 9 | -4 | 3 | -1 | -1 | 0.2 | -10 | 0
34 | COc1ccccc1N1CCN(C(=O)c2ccc(Br)o2)CC1 | -2 | 4 | -6 | 5 | 2 | 2 | 1 | 0.6 | 3 | -1
35 | COc1ccc(NC(=O)COC(=O)c2c(C)noc2C)cc1Cl | -2 | 8 | 7 | 1 | 1 | 0 | -1 | 0.1 | -1 | 0
36 | CCCCC(=O)c1c(C)cc(C)[nH]c1=O | 3 | -5 | 2 | -18 | 2 | 6 | -6 | 0.9 | -4 | 2
37 | Cc1ccc(S(=O)(=O)NC(C)c2ccccc2)cc1[N+](=O)[O-] (stereo unspecified) | 0 | -3 | -2 | 5 | 0 | -5 | -2 | -3.1 | 1 | 2
38 | CCCOc1ccc(CCN2CCC(=O)NC2=O)cc1C | 1 | 3 | -2 | -2 | -3 | -3 | -1 | -2.5 | 6 | -2
39 | Cc1ccc(Cn2c(C3CCCN3c3nc(-c4ccc(F)cc4)cs3)nc3cc(C(=O)NCCCO)ccc32)cc1 (stereo unspecified) | 1 | -24 | 6 | -9 | 8 | 1 | 1 | -1.0 | 2 | 2
40 | O=C(CSc1nc(-c2ccccc2)c(-c2ccccc2)o1)Nc1nncs1 | 6 | -11 | 2 | 0 | 5 | 3 | 1 | 0.4 | 1 | 1
41 | COc1ccc(-n2c3c(c(=O)[nH]c2=O)C(NC(C)=O)(C(F)(F)F)C(=O)N3)cc1 (stereo unspecified) | 3 | -3 | 0 | 1 | -1 | 1 | -3 | 1.1 | -4 | 6
42 | O=S1(=O)CC2c3ccccc3CCN2CN1Cc1ccc(F)cc1 (stereo unspecified) | 0 | / | -4 | 3 | 0 | -3 | 2 | / | / | -4
43 | Cc1ccc(OCC(=O)N(C)CC(=O)Nc2ccccc2Cl)c([N+](=O)[O-])n1 | 3 | 9 | 5 | -11 | 3 | 1 | 6 | 0.6 | -9 | -4
44 | CN(C1CCCCC1)S(=O)(=O)c1ccc(NC(=O)c2ccco2)cc1 | -3 | -28 | 0 | -11 | -1 | 2 | -1 | -0.6 | 8 | -4
45 | CCOc1cccc2cc(C(=O)Oc3ccc(OC)cc3)c(=O)oc12 | -3 | 14 | 7 | 4 | 1 | -6 | 3 | -1.2 | 2 | -2
46 | O=C(CN1CCOc2ccccc21)NCc1ccccc1 | 1 | 9 | -2 | 2 | 0 | 4 | -5 | -2.9 | -9 | -1
47 | Cc1cccnc1NC(=O)CSc1nnc(CNC(=O)c2cccc([N+](=O)[O-])c2)n1C | 0 | -3 | -1 | -1 | -5 | 2 | -4 | 1.3 | -1 | -3
48 | O=C(c1cccs1)N1CCN(Cc2ccccn2)CC1 | 24* | 3 | 2 | -3 | 3 | 11 | 10 | -1.4 | -1 | -3
49 | O=C(CN1CCN(c2ccccc2)CC1)N1CCc2ccccc21 | 1 | -3 | 4 | -1 | 1 | -2 | -5 | -1.0 | -4 | -2
50 | Cc1cccc(-n2c(SCC(N)=O)nc3c(c2=O)C2(CCCCC2)Cc2ccccc2-3)c1 | 6 | -27 | 8 | -5 | 2 | 8 | 3 | 2.4 | -4 | 1

Entries of single compounds from above. Order of screens: UHRF1 MBD2 ctr | HTRA1 inh | Rev-erbA mod | mABHD4 FP | rCAG RNA binder | MBD2 inh | LEDGF integ inh | PG9 binder | TCR CD3 inh | PRMT1 inh
O=C(c1cccs1)N1CCN(Cc2ccccn2)CC1 in the list: 24* | 3 | 2 | -3 | 3 | 11 | 10 | -1.4 | -1 | -3
CCOc1cccc2cc(C(=O)Oc3ccc(OC)cc3)c(=O)oc12 in the list: -3 | 14 | 7 | 4 | 1 | -6 | 3 | -1.2 | 2 | -2

The list goes on.
entry | molecule | UHRF1 MBD2 ctr | HTRA1 inh | Rev-erbA mod | mABHD4 FP | rCAG RNA binder | MBD2 inh | LEDGF integ inh | PG9 binder | TCR CD3 inh | PRMT1 inh
51 | COCCOC(=O)c1[nH]c2c(c1C)C(=O)CC(c1ccc(N(C)C)cc1)C2 (stereo unspecified) | -2 | 6 | -5 | -20 | 3 | 2 | 0 | -1.6 | 5 | 0
52 | O=C(N/N=C/c1ccc(O)cc1)c1ccc(NC(=O)c2ccccc2Br)cc1 | -3 | -22 | 4 | -5 | 11 | -3 | -1 | -0.6 | -7 | 2
53 | COCCCN(C(=O)CSCc1ccc(C)cc1)c1c(N)n(Cc2ccccc2)c(=O)[nH]c1=O | 1 | -6 | -2 | 2 | 1 | -2 | 2 | -0.4 | -5 | 1
54 | CC(=O)Nc1ccc(S(=O)(=O)NCCc2ccc3c(c2)OCCO3)cc1 | 2 | -1 | -1 | -2 | 0 | 3 | 0 | -0.6 | -5 | 4
55 | CN(CC(O)COc1c(F)cc(Br)cc1F)C1CCCCC1 (stereo unspecified) | -2 | -3 | 0 | 7 | 5 | 1 | 2 | -0.3 | -2 | -2
56 | O=C1NC(=O)c2cc(Br)cc3cccc1c23 | 3 | 0 | -20 | -3 | 5 | 1 | -1 | 1.5 | 0 | 3
57 | O=C(COC(=O)c1ccccc1[N+](=O)[O-])NNC(=O)c1cccs1 | -4 | 6 | -1 | -6 | -1 | 0 | 4 | -1.2 | 5 | -1
58 | CC(C)C(=O)Nc1nnc(S(=O)(=O)N2CCc3ccccc32)s1 | 0 | -7 | -4 | -1 | 7 | 5 | -1 | 2.4 | -5 | 1
